Compound activity deposited in PubChem by several laboratories.
HTRA1 inh = inhibitors of human serine peptidase HTRA1. 0.5% of 340,000 active. recombinant HTRA1, FP-rhodamine activity-based probe, fluorescence polarization. inhibition, % at 5.96 µM. Q92743; in the data active = inhibition above about 36%;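 also: 0% = enzyme with DMSO and 100% = wells lacking enzyme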
TCR-CD3 inh = human TCR-CD3 binding inhibition | 0.37% of 360,000 active | inhibition, % at 9.4 µM | TAMRA-labeled TCR probe fluorescence, biochemical | AID 651800; in the data active = inhibition above about 19%;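 also: recombinant mutant TCR 2C K166C tagged with TAMRA read by polarization; 0% = receptor in buffer alone and 100% = receptor with positive control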
UHRF1 MBD2 ctr = human UHRF1 methylated DNA binding inhibitors; Q96T88; UHRF1 binding to methylated oligo, TR-FRET; inhibition, % at 4.4 µM; 0.75% of 370,000 active; in the data active = inhibition above about 21%;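 also: UHRF1 SRA domain binding a hemimethylated CpG hairpin DNA probe; 0% = median of test compound wells and 100% = reference inhibitor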
SIAE inh = inhibitors of human sialic acid acetylesterase SIAE. Q9HAT2. SIAE FP-Rh probe binding, fluorescence polarization. inhibition, % at 9.66 µM. 0.69% of 370,000 active. AID 1053197;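 active = inhibition above a cutoff: mean of compounds within the control limits plus 3 SD of those, cut at about 17% in these data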;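 also: 0% = plate median of compound wells and 100% = probe without SIAE protein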
PRMT1 inh = inhibitors of human PRMT1 | AID 652257 | recombinant PRMT1, activity-based probe fluorescence polarization | 1.3% of 370,000 active | Q99873 | inhibition, % at 2.79 µM;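 active = inhibition above about 21% made by adding two undisclosed values, limit read from the data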
rCAG binder = binds r(CAG) RNA repeats | r(CAG) RNA repeat, TO-PRO-1 dye displacement fluorescence | inhibition, % at 3 µM | 1.3% of 370,000 active | AID 651821;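 active = inhibition above the plate cutoff, the mean of all test compounds on that plate plus 3 SD, cut at about 35% in these data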;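 also: 0% = DMSO alone and 100% = 100 µM mitoxantrone as full dye displacement; higher means more dye released from RNA so lower well fluorescence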
GC-A act = GC-A (human) enzyme activation. P16066. activation, % at 10 µM. HEK293 GC-A cells, cGMP TR-FRET, EC30 ANP; 0% at EC30 ANP, 100% saturating ANP. AID 1671463. 0.14% of 370,000 active; in the data active = activation above about 40%
MBD2 DNA inh = blocks human MBD2 binding to methylated DNA; 0.31% of 370,000 active; inhibition, % at 4.4 µM; TR-FRET, MBD2 binding to methylated oligonucleotide; AID 686964; in the data active = inhibition above about 13%
Target sequence (Q9UBB5 whole entry, looked up): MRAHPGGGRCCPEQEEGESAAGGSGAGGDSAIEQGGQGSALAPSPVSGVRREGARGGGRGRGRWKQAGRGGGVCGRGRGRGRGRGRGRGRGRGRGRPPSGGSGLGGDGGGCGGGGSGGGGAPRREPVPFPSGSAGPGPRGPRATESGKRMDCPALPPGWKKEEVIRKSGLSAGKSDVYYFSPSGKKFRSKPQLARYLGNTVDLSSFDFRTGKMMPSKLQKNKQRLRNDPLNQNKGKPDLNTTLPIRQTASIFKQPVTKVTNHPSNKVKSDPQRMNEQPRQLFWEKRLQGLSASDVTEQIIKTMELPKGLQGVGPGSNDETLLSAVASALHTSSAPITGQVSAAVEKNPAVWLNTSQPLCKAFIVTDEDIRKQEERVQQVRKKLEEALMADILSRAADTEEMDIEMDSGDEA
mABHD4 FP = inhibits mouse alpha/beta hydrolase domain 4 | Q8VD66 | purified mABHD4, FP-Rh probe fluorescence polarization | inhibition, % at 8.92 µM | 0.54% of 370,000 active | AID 720543;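 active = inhibition exceeding the mean over every tested compound plus 3 SD, cut at about 30% in these data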;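 also: 0% = plate median of compound wells and 100% = S159A mutant with DMSO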
Target sequence (Q8VD66 whole entry, looked up, the tested form may be a part): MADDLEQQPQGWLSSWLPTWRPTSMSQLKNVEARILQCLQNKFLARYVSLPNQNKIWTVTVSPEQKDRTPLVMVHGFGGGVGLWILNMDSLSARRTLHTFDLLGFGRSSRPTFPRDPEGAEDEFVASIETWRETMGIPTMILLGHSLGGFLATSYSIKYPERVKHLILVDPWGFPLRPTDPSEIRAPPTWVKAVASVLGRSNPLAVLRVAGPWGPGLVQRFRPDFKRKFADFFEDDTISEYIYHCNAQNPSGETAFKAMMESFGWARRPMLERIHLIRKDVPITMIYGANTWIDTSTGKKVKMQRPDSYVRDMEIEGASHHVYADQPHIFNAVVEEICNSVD
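Material: mouse ABHD4 enzyme, wild type; Benchmarks: S159A mutant high control, sample median low control; Buffer or medium: HEPES pH 7.0, NaCl, Pluronic buffer; Signal: fluorescence polarization; Read-out: percent inhibition of probe binding, normalized to plate controls; Timing: pre-incubation 45 min, probe exposure 60 min, at 25 °C; Dosing: 8.92 µM, single dose.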
GC-B act = GC-B (human) receptor activation; AID 1920062; HEK293-GC-B cells, CNP EC30, cGMP TR-FRET; 0% at EC30 CNP, 100% saturating CNP; activation, % at 10 µM; 0.11% of 370,000 active;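 active = activation at 10 µM reaching about 35% in either raw or pattern-adjusted values, limit read from the data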
* hit, by the source's call; . = no result given. The list is partial, so the mix of outcomes need not match the whole.

SMILES	HTRA1 inh	TCR-CD3 inh	UHRF1 MBD2 ctr	SIAE inh	PRMT1 inh	rCAG binder	GC-A act	MBD2 DNA inh	mABHD4 FP	GC-B act
CCN1CCN(Cc2cc(=O)oc3cc(C)cc(C)c23)CC1	5	2	0	4	-2	-6	-1	2	-2	-2
O=C(C1=C[C@H](c2csc3ccccc23)C[C@H](OCc2ccc(CO)cc2)O1)N1CCOCC1	-8	9	1	1	1	-4	9	-4	-5	21
COc1cc(CN2CCN(C(=O)CC(C)C)CC2)cc(OC)c1OC	2	2	0	13	0	-1	4	0	11	-2
CCOc1ccc(S(=O)(=O)Nc2ccc(C(=O)N(C)CC(=O)Nc3ccc(OC)cc3)cc2)cc1	-3	2	1	0	2	4	-2	1	2	-2
CC1(C)CC2(CCO1)OC(=O)CC2C(=O)Nc1cccc2ccccc12 (stereo unspecified)	8	9	-3	2	-5	0	1	5	1	6
O=C(O)c1ccc(N/N=C/c2ccc(-c3cccc(Cl)c3)o2)cc1	-6	1	-1	16	4	63*	-2	0	50*	-4
CCCCCN1CC(O)=C(c2nc(-c3ccc(Cl)cc3)cs2)C1=N	-7	4	-3	1	2	2	-5	-1	0	-8
Oc1cccc(-c2nc3ccc4ccccc4c3c3c2CCC3)c1	-65	-8	0	-41	2	17	2	0	-75	-1
O=C1CN(C(=O)COC(=O)/C=C/c2ccc(F)cc2)c2ccccc2N1	1	-3	0	-4	2	2	5	-5	-7	5
CCN1CCCC1CN(Cc1cc2ccc(C)cc2[nH]c1=O)C(=S)Nc1ccc(F)cc1 (stereo unspecified)	-23	3	-1	-3	-4	0	-11	0	2	9
c1ccc(NC2=NCCN2CCCC2CCCC2)cc1	-4	3	0	3	1	3	-1	2	3	-5
CCc1ccc(OCC(O)CN2CCN(c3ccc(OC)cc3)CC2)cc1 (stereo unspecified)	4	-1	1	7	0	-5	8	6	6	3
COc1ccc(NC(=S)NNC(=O)c2cccs2)cc1	0	-4	-1	18*	4	1	-1	7	10	0
COc1cccc(CNc2ncnc3cc(OC)c(OC)cc23)c1	-10	3	-1	0	0	-1	4	0	-6	-1
COc1cccc(N2CCN(CC(=O)NC3=Nc4ccccc4N=C(C)C3c3ccccc3)CC2)c1 (stereo unspecified)	.	4	-2	-1	0	4	-9	0	3	-5
Nc1nn(-c2ccccc2Cl)cc1-c1nn[nH]n1	5	5	0	8	-1	-2	-1	1	8	7
CCN1C(=O)[C@@H]2[C@@H](c3ccc(-c4ccc5c(c4)OCO5)cc3)N3CCCC[C@@]3(C(=O)OC)[C@@H]2C1=O	-20	6	-3	-1	2	7	3	1	0	-1
CN1OC[C@@H]2CN(C(=O)CCc3ccccc3)[C@H](c3cccc(Oc4ccccc4)c3)C[C@@H]21	-3	4	-1	-5	1	0	-3	-2	-3	-7
COc1cccc(NC(=O)Cc2c(C(=O)O)[nH]c3ccccc23)c1	-7	3	-5	3	-2	10	8	-3	6	8
O=C(CCc1ccccc1)NNC(=O)c1cc(Cl)ccc1O	16	24*	2	0	6	5	2	8	-5	4
COc1cc2[nH]c(C(=O)NCCc3ccccc3)cc2c(OC)c1OC	4	-6	2	1	0	-6	3	-2	4	2
CCN(CC)C(=O)[C@H]1C[C@H](CC(=O)NCC23CC4CC(CC(C4)C2)C3)C(=O)N2CCc3c([nH]c4cc(-c5ccco5)ccc34)[C@]12C	1	2	20	-5	0	4	-5	8	5	-1
O=C(CN1CCC(NC(=O)c2ccccc2F)CC1)Nc1ccc2c(c1)OCCO2	-5	0	-1	-1	-3	-6	5	-1	10	2
COC(=O)/C(C#N)=C/c1c(-c2ccccc2)nc2n1CCS2	6	6	1	3	-4	-2	20	2	-4	3
O=C(Cc1ccc(F)cc1)N/N=C/c1ccc2c(c1)OCO2	6	4	-1	3	-3	-1	3	-1	3	3
Nc1ccc2c(Cl)cc(Cl)cc2c1	8	-1	-1	6	5	5	-2	1	12	-3
COc1ccc(Nc2nc(C)cc(-c3cc(-c4ccccc4)on3)n2)cc1	-1	-1	3	-1	1	1	5	1	4	1
CC(C)C(NC(=O)OCc1ccccc1)C(=O)OCC(=O)NCc1ccco1 (stereo unspecified)	5	-1	6	-5	5	6	4	2	2	0
O=C(CCSCc1cccc(Cl)c1)NCCc1ccc(Cl)cc1	-25	3	0	-2	-1	-1	-3	-5	-12	-1
Cc1cccc(Cc2nnc(CCC(=O)NCc3cn4ccccc4n3)o2)c1	2	2	-1	4	2	-4	4	-7	-4	-3
COc1ccccc1NS(=O)(=O)c1ccc(C)c(NC(=O)NCCCl)c1	-3	5	-3	0	-1	-2	4	0	1	2
CS(=O)c1ccccc1O (stereo unspecified)	-1	1	-1	2	-1	4	0	7	3	2
O=C(NCc1ccc(F)cc1)N[C@@H](Cc1ccccc1)C(=O)O	-1	3	2	-2	1	0	2	3	-9	0
NCCCC[C@H](N)c1nnc([C@H](CC(=O)O)NC(=O)C2CCNCC2)o1	7	6	0	-2	2	0	4	3	3	2
COc1ccccc1-n1c(SCC(=O)N2CCOCC2)nc(O)cc1=O	10	7	-1	-5	3	7	0	-1	0	2
CN1CCN(NS(=O)(=O)c2ccc(Cl)cc2)CC1	-4	5	-1	4	7	-1	2	-1	3	1
NC(=O)C1(c2ccccc2)CCCN1C(=O)c1ccc(Br)cc1 (stereo unspecified)	6	6	0	-10	-1	1	0	1	-3	4
O=C(CCCSc1nc2ccccc2c(=O)[nH]1)c1ccc(F)cc1	-8	-3	0	-1	0	0	-4	0	-1	0
Cc1cccc(/C=N\Nc2cn[nH]c(=O)c2Cl)c1	-14	6	-4	-1	0	4	0	-2	-8	-3
CS(=O)(=O)N1N=C(c2cccs2)CC1c1ccccc1 (stereo unspecified)	-8	0	-1	-2	-4	4	-1	-2	-3	1

Reformatted: five of the compounds above
canonical_smiles,HTRA1 inh,TCR-CD3 inh,UHRF1 MBD2 ctr,SIAE inh,PRMT1 inh,rCAG binder,GC-A act,MBD2 DNA inh,mABHD4 FP,GC-B act
NCCCC[C@H](N)c1nnc([C@H](CC(=O)O)NC(=O)C2CCNCC2)o1,7,6,0,-2,2,0,4,3,3,2
COc1ccccc1-n1c(SCC(=O)N2CCOCC2)nc(O)cc1=O,10,7,-1,-5,3,7,0,-1,0,2
CN1CCN(NS(=O)(=O)c2ccc(Cl)cc2)CC1,-4,5,-1,4,7,-1,2,-1,3,1
NC(=O)C1(c2ccccc2)CCCN1C(=O)c1ccc(Br)cc1 (stereo unspecified),6,6,0,-10,-1,1,0,1,-3,4
O=C(CCCSc1nc2ccccc2c(=O)[nH]1)c1ccc(F)cc1,-8,-3,0,-1,0,0,-4,0,-1,0

The results go on:
SMILES	HTRA1 inh	TCR-CD3 inh	UHRF1 MBD2 ctr	SIAE inh	PRMT1 inh	rCAG binder	GC-A act	MBD2 DNA inh	mABHD4 FP	GC-B act
COc1ccccc1NC(=O)C1CCCN1C(=O)NC1CCCCC1 (stereo unspecified)	0	1	-1	-4	-1	-1	-4	-1	-4	0
Cc1ccc(CN2C(=O)C(Cc3ccccc3)Nc3ncnc(N4CCN(c5ccccc5)CC4)c32)cc1 (stereo unspecified)	-25	-9	3	-5	1	12	-3	5	-3	-5
CC(=O)N1CC(=O)N(CC(=O)Nc2ccc(Br)cc2)C1=S	4	-5	2	-5	7	4	-2	-1	2	5
COc1cc(OC)c(OC)cc1CN1CCN(Cc2ccco2)CC1	6	5	0	0	-2	-2	2	0	-1	-3
CN(C)C(CNC(=O)c1cc(Br)c(Br)s1)c1ccco1 (stereo unspecified)	-3	5	-1	-2	-3	4	-7	-6	-10	-9
CNc1ccc(Br)cc(C(=O)/C=C/c2cccc(OC)c2OC)c1=O	39*	10	1	12	30*	35*	-2	-6	39*	-4
CCN(CC)S(=O)(=O)c1ccc(C(=O)NC(=S)N2CCN(c3ccccc3O)CC2)cc1	4	-10	-4	8	12	25	-3	-3	9	1
CCn1c(SCC(=O)Nc2cc(C)on2)nnc1-c1ccc(S(=O)(=O)N2CCCC2)cc1	-3	5	-4	-3	-3	-3	3	-2	3	1
O=C1C=C(c2cccc(Cl)c2)C[C@@H](c2ccc(Cl)cc2)C1	-26	-1	0	6	1	-1	4	-4	-12	1
CC(=O)Nc1ccccc1Nc1cc(C#N)c(C#N)cc1[N+](=O)[O-]	1	-5	-5	10	-1	-1	2	-6	3	1
NC(CCC(=O)O)C12CC3CC(CC(C3)C1)C2 (stereo unspecified)	-1	3	-3	-5	2	1	4	1	7	5
CCc1nc2c(OCc3cc(Cl)cc(Cl)c3)cccn2c1N(C)C(=O)c1ccc(OC)cc1	.	-1	0	-8	0	6	-5	2	2	-7
CCCC1(C(=O)O)NC(c2ccc(OC)cc2O)C2C(=O)N(c3ccc(OC)cc3)C(=O)C21 (stereo unspecified)	-7	-1	-2	0	-5	3	-1	-5	-1	-1
CN1C(=O)c2c(C(=O)Nc3ccc(Oc4ccncc4)cc3)[nH]c(-c3ccccc3)c2C1=O	.	-5	0	2	4	4	0	0	1	-3
CCN(CC(=O)NCc1cccs1)C(=O)c1cc(Br)ccc1O	-1	5	2	0	-2	0	-3	-7	-10	3
O=C1CC(=O)CC(c2ccccc2Cl)C1	-4	6	0	-2	-3	11	-1	2	-7	4
COCCCN1C(=O)C(O)=C(C(=O)c2ccco2)C1c1ccc(Br)cc1 (stereo unspecified)	2	2	-1	-10	0	4	2	1	-2	2
COc1ccc(NC(=O)Nc2ccc(CC(=O)O)cc2)cc1	12	5	7	3	0	-1	1	1	-3	-2
COc1ccc(C=O)cc1COc1ccc2c(c1)OCO2	-12	8	2	4	1	7	2	-6	0	-6
Cc1ccnn1CCC(=O)O	3	2	-1	-5	-4	1	3	-1	0	3
CC(=O)c1cc2c(cc1NC(=O)CN1CCN(c3cccc(C(F)(F)F)c3)CC1)OCO2	-1	2	-2	-7	-1	-3	-3	-2	7	-4
CN(C)c1cccc(C(=O)NNC(=S)NC2CCCC2)c1	-3	4	-2	2	-5	-2	2	-2	6	0
CCCCN(C=O)c1c(CC)nc2ccc(C(=O)N3CCN(C)CC3)cn12	.	0	-2	0	-3	1	-1	0	-1	5
O=C(CCNC(=O)c1ccc(Br)cc1)Nc1ccc(S(=O)(=O)N2CCOCC2)cc1	-5	4	2	-3	-2	2	-6	-5	3	-2
O=C(c1cc(Cl)ccc1Cl)N1CCOCC1	3	-1	-5	8	0	1	-1	-8	-3	3
COc1ccccc1C(=O)NCCn1cc(SCC(=O)Nc2nnc(C)s2)c2ccccc21	3	3	1	6	0	-2	-8	-8	-11	-11
COc1ccc(CCNC(=O)COC(=O)/C=C/c2cccc(F)c2)cc1	-5	-6	-1	9	4	-3	-2	-7	-5	-2
Cc1c(C)c2ccc(OC(C)C(=O)N[C@@H](Cc3c[nH]c4ccccc34)C(=O)O)c(C)c2oc1=O (stereo partly specified)	2	-2	0	-2	-4	34	2	-4	-4	-10
COc1cccc(C(Nc2ccccn2)c2oc(CO)cc(=O)c2O)c1 (stereo unspecified)	14	3	0	4	5	-2	.	-5	1	.
Cc1ccccc1C(=O)NCCCNC(=O)c1ccccc1C	.	10	0	0	-2	0	0	-9	1	3
CCC(=O)N1CCCn2c1nc1ccccc12	0	3	-2	1	-4	2	4	0	5	1
COc1ccc(-c2nn(-c3ccccc3)cc2C(=O)n2nnc3ccccc32)cc1	-1	-1	0	-4	1	1	-5	-5	0	-1
COc1ccccc1-n1c(=S)sc2c(=O)n(Cc3ccco3)c(SC)nc21	-2	0	-1	1	7	1	-2	3	8	-4
